TRHR agonist: qHTS for Small Molecule Agonists and Allosteric Enhancers of Human TRH Receptor: Primary Screen for Agonists; Thyrotropin-releasing hormone receptor (Homo sapiens), P34981; TRHR cells, calcium flux fluo-8, FDSS agonist mode; activation, % at 2 µM; actives 0.18% (n = 360,000); AID 493084, 2011; in the data active means activation above about 30%; further: 0% is about no effect
Target sequence (P34981 whole entry, looked up): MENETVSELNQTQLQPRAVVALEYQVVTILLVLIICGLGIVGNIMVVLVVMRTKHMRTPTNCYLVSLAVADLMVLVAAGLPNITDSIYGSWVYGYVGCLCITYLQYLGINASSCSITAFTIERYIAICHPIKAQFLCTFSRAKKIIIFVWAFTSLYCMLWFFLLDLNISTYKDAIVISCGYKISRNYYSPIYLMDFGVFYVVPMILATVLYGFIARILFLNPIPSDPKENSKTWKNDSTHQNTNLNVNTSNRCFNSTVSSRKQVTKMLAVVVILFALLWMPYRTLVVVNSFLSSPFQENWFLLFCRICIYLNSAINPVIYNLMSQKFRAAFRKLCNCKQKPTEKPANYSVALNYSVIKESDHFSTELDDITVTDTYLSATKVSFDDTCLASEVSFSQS
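Read-out: compound-evoked intracellular calcium rise in TRHR cells, fluo-8 dye, kinetic FDSS fluorescence at 1 s/cycle following a 10-cycle baseline. Cells cultured overnight before dye loading (30 min–1.5 h, RT).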
D1 antag: Antagonist of Human D 1 Dopamine Receptor: qHTS; AID 504652, 2011; actives 3.2% (n = 360,000); D(1A) dopamine receptor (Homo sapiens), P21728; HEK293 TREx D1 cells, calcium flux, dopamine EC80; stronger effect = lower value; activity change, negative = inhibition, % at 10 µM; in the data active means activity change below about -30%; further: on the % scale 0 is the no-effect control and ±100 the full control effect
Target sequence (P21728 whole entry, looked up): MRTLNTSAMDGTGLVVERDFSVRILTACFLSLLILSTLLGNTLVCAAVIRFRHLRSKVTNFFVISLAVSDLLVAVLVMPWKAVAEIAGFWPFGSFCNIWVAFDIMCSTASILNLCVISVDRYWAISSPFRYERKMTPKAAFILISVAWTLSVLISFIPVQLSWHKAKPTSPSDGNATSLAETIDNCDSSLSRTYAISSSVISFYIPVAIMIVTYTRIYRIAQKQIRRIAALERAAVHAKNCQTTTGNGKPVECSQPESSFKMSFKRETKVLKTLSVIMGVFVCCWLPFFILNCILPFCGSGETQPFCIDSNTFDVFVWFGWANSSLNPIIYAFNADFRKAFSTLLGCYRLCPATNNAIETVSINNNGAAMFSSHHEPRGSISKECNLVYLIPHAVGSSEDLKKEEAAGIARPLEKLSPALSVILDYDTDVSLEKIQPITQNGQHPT
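Allosteric or orthosteric antagonism assessed as attenuation of the calcium response to EC80 dopamine, added 180 s after compound, in induced HEK293 Trex D1 cells loaded with no-wash calcium dye.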
RXFP1 agonist: qHTS Assay for Agonists of the Relaxin Receptor RXFP1; actives 0.3% (n = 370,000); AID 2676, 2010; HEK293T-RXFP1 cAMP TR-FRET, 30 min; response scale: percent of porcine relaxin response, buffer zero; Potency, µM (titrated, usually from 57.5 µM), inactives show at the top dose activation, most hits filed as activators; Relaxin receptor 1 (Homo sapiens), Q9HBX9; further: potency means the concentration at half of the fitted maximal effect; on the % scale 0 is the no-effect control and ±100 the full control effect; nearly all actives have a fitted effect of over 60% in size; many of its hits are not listed in these tables
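Agonist response is measured as cAMP accumulation in an RXFP1-transfected HEK293T line under PDE4 inhibition. Values are scaled between buffer-only and 29 nM porcine relaxin, and EC50s come from standard Hill equation fits.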
RXFP1 antag: qHTS Assay for Antagonists of the Relaxin Receptor RXFP1 | HEK293-RXFP1, relaxin-stimulated cAMP HTRF, 30 min; stronger effect = lower value | actives 0.59% (n = 350,000) | AID 1259400, 2018 | Relaxin receptor 1 (Homo sapiens), Q9HBX9 | activity change, negative = inhibition, % at 57.5 µM;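 active means activity change of -60% or lower, but not beyond a set lower limit; inconclusive means change between -60% and -40%, or beyond the set limit; inactive means change above -40%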; further: on the % scale 0 is the no-effect control and ±100 the full control effect
D1 PAM: Potentiators of Human D1 Dopamine Receptor: qHTS; D(1A) dopamine receptor (Homo sapiens), P21728; HEK293 TREx D1 cells, calcium flux, dopamine EC20 potentiation; potentiation, % at 10 µM; actives 0.036% (n = 360,000); AID 504651, 2011; in the data active means potentiation above about 30%; further: 0% is about no effect
Apoferritin bind: qHTS Assay for Identification of Novel General Anesthetics | Ferritin light chain (Equus caballus), P02791 | apoferritin/1-aminoanthracene competitive binding, fluorescence | Potency, µM (top dose mostly 77.5 µM), without a hit: at the top dose activity change, negative = displacement, actives largely listed as inhibitors | actives 0.074% (n = 350,000); further: potency means the concentration at half of the fitted maximal effect; on the % scale 0 is the no-effect control and ±100 the full control effect; nearly all actives have a fitted effect of over 20% in size
Target sequence (P02791 2-175 limits assumed): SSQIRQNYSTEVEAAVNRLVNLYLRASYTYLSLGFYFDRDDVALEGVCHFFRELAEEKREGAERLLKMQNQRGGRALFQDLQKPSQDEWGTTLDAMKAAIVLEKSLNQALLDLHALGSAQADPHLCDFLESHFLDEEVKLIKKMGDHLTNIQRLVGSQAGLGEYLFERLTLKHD
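Apoferritin-based anesthetic binding model; compound displacement of fluorescent 1-AMA measured as endpoint fluorescence after 10 minutes at room temperature, scaled to free-ligand and complex controls.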
D2 potentiator: HTS Assay for Positive Allosteric Modulators of the Human D2 Dopamine Receptor: Primary Screen for Potentiators. D(2) dopamine receptor (Homo sapiens), P14416. HEK293 T-REx D2, calcium flux, EC20 dopamine potentiation. potentiation, % at 10 µM. actives 0.34% (n = 340,000). AID 485347, 2010;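 active means potentiation over 3 SD above the plate norm, cut at about 30% in these data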; further: 0% is about no effect
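Using a no-wash calcium dye in inducible, force-coupled HEK293 Trex cells expressing D2, we tracked fluorescence each second for 180 s after compound, then for 180 s after EC20 dopamine to detect augmented signalling.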
D1 ag: Allosteric Agonists of the Human D1 Dopamine Receptor: qHTS; D(1A) dopamine receptor (Homo sapiens), P21728; HEK293 T-REx D1 cells, calcium flux, agonist mode; activation, % at 2 µM; actives 1% (n = 360,000); AID 504660, 2011; in the data active means activation above about 30%; further: 0% is about no effect
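Tetracycline-induced HEK293 TREx D1 cells, force-coupled to calcium signalling, were dye-loaded with a no-wash calcium kit. Compound was pin-added after a 10 s baseline. Fluorescence was read kinetically at 1 cycle/s for 180 s, with calcium rises flagged as agonism.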
TRHR enhancer: qHTS for Small Molecule Agonists and Allosteric Enhancers of Human TRH Receptor: Primary Screen for Enhancers; enhancement, % at 2 µM; Thyrotropin-releasing hormone receptor (Homo sapiens), P34981; TRHR cells, fluo-8 calcium fluorescence, EC20 TRH enhancement; actives 0.66% (n = 360,000); in the data active means enhancement above about 30%; further: 0% is about no effect
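Enhancer read-out: after compound pinning and an initial kinetic agonist-mode read, an EC20 of TRH (10 nM final) was injected and fluo-8 calcium signal (Ex 480/Em 530) followed at 1 s/cycle for 100 cycles in TRHR-expressing cells.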
Active calls of the source: *; ? = inconclusive; · = not tested or not shown. Unless noted, the call rests on the fitted dose curve; in most records, active means well fitted curve in the direction sought with a large enough effect; inconclusive means small, poorly fitted or top-dose-only effect, or another doubt; inactive means no such curve, though single readings can be large; an effect the other way counts as inactive or inconclusive. The list is partial, so the mix of outcomes need not match the whole.

Letters: A = TRHR agonist; B = D1 antag; C = RXFP1 agonist; D = RXFP1 antag; E = D1 PAM; F = Apoferritin bind; G = D2 potentiator; H = D1 ag; I = TRHR enhancer
(1) CCN(CC)c1ccc(C(=O)N2CCN(Cc3ccccc3)CC2)cc1
  A: -1.5	B: -16	C: -0.4%	D: -2	E: -3	F: -11%	G: -30	H: 2	I: -19
(2) CC(=O)Nc1ccc(NC(=O)CSc2nnc(-c3cccnc3)o2)cc1
  A: 0.3	B: 1	C: 3.5%	D: 5	E: -6	F: ·	G: -4	H: 2	I: -5
(3) CCN(C(=O)Cc1ccc(Br)cc1)C1CCCCC1
  A: -0.6	B: 3	C: 1.5%	D: -6	E: -4	F: ?	G: 7	H: 2	I: 3
(4) CCOc1ccccc1NC(=O)C(NCCN(C)C)c1ccccc1 (configuration not stated)
  A: 0.1	B: 9	C: -0.2%	D: -6	E: -2	F: -5%	G: 6	H: 2	I: 7
(5) CCOC(CNC(=O)CCc1c(C)nc2nc(C)nn2c1C)OCC
  A: -0.4	B: 4	C: -0.9%	D: -8	E: -6	F: -10%	G: 0	H: 1	I: 0
(6) Cc1occc1C(=O)Nc1ccccc1C#N
  A: 0.5	B: -1	C: -1.0%	D: 0	E: -2	F: -7%	G: ·	H: -1	I: 10
(7) COc1ccc(S(=O)(=O)CCC(=O)NCc2ccc(C)o2)cc1
  A: 0.2	B: 2	C: 0.3%	D: -7	E: -3	F: -5%	G: 4	H: 1	I: -7
(8) CN1C(=O)c2ccccc2NC(=O)[C@]12O[C@@H]2c1cccc(O)c1
  A: 1.5	B: -9	C: 1.0%	D: 10	E: -8	F: -4%	G: 9	H: 11	I: -2
(9) COc1ccc(CCNC(c2ccc(F)cc2)c2nnc(-c3ccccc3Cl)o2)cc1OC (configuration not stated)
  A: 0.3	B: 3	C: 7.6%	D: -23	E: -2	F: -12%	G: -1	H: 7	I: -8
(10) COc1cc(/C=C2\SC(=S)N(C(C(=O)O)c3ccccc3)C2=O)ccc1O (configuration not stated)
  A: 50*	B: 16	C: 5.2%	D: 5	E: 13	F: -12%	G: 0	H: 82*	I: 0
(11) CN1CCN(c2ccc(S(=O)(=O)N3CCOCC3)cc2NC(=O)CCc2ccccc2)CC1
  A: 1.2	B: -6	C: -0.5%	D: -9	E: 1	F: -3%	G: ·	H: 4	I: 9
(12) N#Cc1ccccc1S(=O)(=O)N1CCN(C(=O)CN2CCCSc3ccccc32)CC1
  A: 0.0	B: -11	C: 0.7%	D: -5	E: -6	F: ·	G: -13	H: 0	I: -10
(13) CCn1c(COc2ccccc2OC)nnc1SCC#N
  A: -0.5	B: 9	C: 0.5%	D: 8	E: -7	F: -6%	G: 7	H: 1	I: 1
(14) CC[C@H](C)[C@H](NC(=O)OCc1ccccc1)C(=O)Nc1ccc(NC(C)=O)cc1
  A: 0.9	B: 14	C: 1.5%	D: -9	E: -2	F: 2%	G: 4	H: 1	I: -1
(15) O=C(O)CCCNS(=O)(=O)c1ccc(F)cc1
  A: 0.2	B: 0	C: 0.0%	D: -5	E: 3	F: -6%	G: -7	H: 2	I: -1
(16) CCOC(=O)C1[C@H]2C(=O)N(CCCOC)C[C@]23C=C[C@H]1O3 (some centres not stated)
  A: 0.3	B: -2	C: -1.2%	D: -5	E: -2	F: -9%	G: -4	H: 2	I: 6
(17) O=C(O)c1cc([N+](=O)[O-])ccc1N1CCCCC1
  A: 0.6	B: 12	C: 0.5%	D: 3	E: 3	F: -8%	G: 2	H: 0	I: 3
(18) Cc1ccc(C(=O)N2CCN(c3ccc(N4CCOCC4)nn3)CC2)cc1C
  A: 0.1	B: -9	C: -0.6%	D: -10	E: -2	F: ·	G: -17	H: 0	I: -6
(19) Clc1ccc(-c2nnc3sc(-c4ccc(Br)o4)nn23)c(Cl)c1
  A: 0.1	B: -7	C: 6.4%	D: ·	E: 2	F: 5%	G: 1	H: 1	I: -3
(20) CC(C)(C)OC(=O)N[C@@H](Cc1ccccc1)C(=O)N1CCC(C(=O)N[C@@H](Cc2c[nH]c3ccccc23)C(=O)O)CC1
  A: -0.8	B: -10	C: 6.5%	D: -3	E: 0	F: -7%	G: -5	H: 5	I: -1
(21) CCCNC(=O)Cn1nc(-c2ccc(F)cc2)c2cnc3ccc(F)cc3c21
  A: -0.9	B: -3	C: 3.0%	D: 1	E: -5	F: -2%	G: 8	H: 3	I: 4
(22) CCOc1ccccc1/C=N/NC(=O)CSc1n[nH]c(=O)[nH]c1=O
  A: -0.2	B: 6	C: -2.5%	D: 5	E: -3	F: -6%	G: 3	H: 1	I: -4
(23) Cc1cc(Cl)cc2sc(NC(=O)C3CC3)nc12
  A: 0.5	B: -11	C: -1.4%	D: -13	E: -5	F: -6%	G: 14	H: 1	I: -4
(24) O=C(Nc1ccc2oc(-c3ccncc3)nc2c1)c1ccc(Br)o1
  A: 0.3	B: 32	C: 9.3%	D: -6	E: -4	F: -7%	G: 15	H: 2	I: 2
(25) COc1ccc(NC(=O)c2c(N)no[n+]2[O-])cc1
  A: 0.2	B: 2	C: -0.3%	D: -8	E: 5	F: -4%	G: 0	H: 2	I: -9
(26) CCCCSCCCNC(=O)C1CCC(CNS(=O)(=O)c2ccc(NC(C)=O)cc2)CC1 (configuration not stated)
  A: 0.4	B: 1	C: -3.4%	D: 14	E: -2	F: -4%	G: -2	H: 1	I: 5
(27) COC(=O)c1ccccc1NC(=O)Cn1cc2c(n1)CCC(C)C2 (configuration not stated)
  A: -0.1	B: -1	C: 1.0%	D: -10	E: 2	F: -4%	G: -1	H: 3	I: -6
(28) CC(=NCCCn1ccnc1)c1c(-c2ccccc2)[nH]n(-c2nc3ccccc3s2)c1=O
  A: -0.2	B: -11	C: 5.4%	D: 7	E: -6	F: ?	G: 17	H: 0	I: 5
(29) Cc1ccc(C)c(CSc2nc(-c3ccco3)nc3c2c(=O)n(C)c(=O)n3C)c1
  A: -2.7	B: -6	C: -0.5%	D: ·	E: -4	F: -9%	G: ·	H: 0	I: 1
(30) Cc1ccc(S(=O)(=O)N2CCC(C(=O)NNC(=O)c3cccnc3)CC2)cc1
  A: -0.6	B: 2	C: -1.8%	D: -2	E: -4	F: -2%	G: -13	H: 3	I: -2
(31) Cc1ccccc1C1CCCN(Cc2nc(C3CC3)no2)C1 (configuration not stated)
  A: -0.7	B: 1	C: -3.3%	D: -26	E: -1	F: -6%	G: 4	H: 1	I: -3
(32) COc1ccc2c3c(c(=O)oc2c1OCC(=O)C(C)(C)C)CCCC3
  A: -0.6	B: 16	C: 1.2%	D: 4	E: 1	F: -13%	G: -6	H: 10	I: 0
(33) CCNc1nc(Oc2ccc(OCC(=O)OC)nn2)nc(N2CCOCC2)n1
  A: 0.1	B: 3	C: 3.5%	D: ·	E: 2	F: 1%	G: 6	H: 0	I: 4
(34) CCC(C)C(NC(=O)C1CCC(=O)N1C(=O)OCc1ccccc1)C(=O)NC(C(=O)N1CCCC1C(N)=O)C(C)CC (configuration not stated)
  A: -0.4	B: 4	C: -3.5%	D: 3	E: ·	F: -1%	G: 3	H: 4	I: -1
(35) COc1ccc2c(C(=O)c3ccc(Cl)cc3)n(CCCC(N)=O)[n+]([O-])c2c1
  A: -0.6	B: -7	C: -1.9%	D: ·	E: -2	F: ·	G: 17	H: -1	I: -7
(36) CCOc1ccc2c(c1)C(C)=CC(C)(C)N2S(=O)(=O)c1ccc(NC(C)=O)cc1
  A: 0.1	B: -4	C: -1.7%	D: -3	E: 5	F: 10%	G: 13	H: 16	I: -2
(37) COC(=O)C1=C(N)Oc2cc(C)n(Cc3cccnc3)c(=O)c2C1c1cccc(OC)c1OC (configuration not stated)
  A: -0.1	B: 8	C: 0.0%	D: -5	E: 0	F: -1%	G: -5	H: 1	I: 2
(38) COc1ccc(-c2csc(NC(=O)CSCc3c(C)noc3C)n2)c(OC)c1
  A: 0.0	B: -16	C: 0.5%	D: -2	E: -7	F: ·	G: -5	H: 1	I: -4
(39) CCOC(=O)C1CCN(C(=O)C(CCSC)NC(=O)COc2ccccc2)CC1 (configuration not stated)
  A: 1.2	B: 1	C: -0.7%	D: -6	E: -3	F: ·	G: -8	H: 1	I: -1
(40) Cc1nc(SCC(=O)O)c2oc3ccccc3c2n1
  A: -0.4	B: -17	C: 7.7%	D: -13	E: 0	F: -4%	G: 12	H: 3	I: 19
(41) CN(C)S(=O)(=O)c1cc(NC(=O)CN2CCN(c3ccccc3O)CC2)ccc1Cl
  A: -0.3	B: -8	C: 0.4%	D: 1	E: -2	F: -10%	G: -25	H: 1	I: -2
(42) O=C(Nc1ccccc1N1CCOCC1)c1cc2ccccc2o1
  A: -0.4	B: 5	C: 5.1%	D: -2	E: -7	F: 0%	G: -2	H: 2	I: 0

Gathered by group, those above containing a tert-butyl group (two)
Letters: A = TRHR agonist; B = D1 antag; C = RXFP1 agonist; D = RXFP1 antag; E = D1 PAM; F = Apoferritin bind; G = D2 potentiator; H = D1 ag; I = TRHR enhancer
(20) CC(C)(C)OC(=O)N[C@@H](Cc1ccccc1)C(=O)N1CCC(C(=O)N[C@@H](Cc2c[nH]c3ccccc23)C(=O)O)CC1
  A: -0.8	B: -10	C: 6.5%	D: -3	E: 0	F: -7%	G: -5	H: 5	I: -1
(32) COc1ccc2c3c(c(=O)oc2c1OCC(=O)C(C)(C)C)CCCC3
  A: -0.6	B: 16	C: 1.2%	D: 4	E: 1	F: -13%	G: -6	H: 10	I: 0
